Assay outcomes as filed in PubChem BioAssay.
MBD2 DNA inh: MBD2-methylated oligo binding inhibition | Q9UBB5 | TR-FRET, MBD2 binding to methylated oligonucleotide | inhibition, % at 4.4 µM | 0.31% of 370,000 active | AID 686964; in the data active = inhibition above about 13%
TCR-CD3 inh: human TCR-CD3 binding inhibition. TAMRA-labeled TCR probe fluorescence, biochemical. inhibition, % at 9.4 µM. 0.37% of 360,000 active. AID 651800; in the data active = inhibition above about 19%;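 note: recombinant mutant TCR 2C K166C tagged with TAMRA read by polarization; 0% = receptor in buffer alone and 100% = receptor with positive control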
UHRF1 binding: blocks human UHRF1 binding to methylated DNA. Q96T88. UHRF1 binding to methylated oligo, TR-FRET. inhibition, % at 4.4 µM. 0.75% of 370,000 active; in the data active = inhibition above about 21%;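 note: UHRF1 SRA domain binding a hemimethylated CpG hairpin DNA probe; 0% = median of test compound wells and 100% = reference inhibitor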
NR1D1 modulator: Rev-erb alpha (human) modulation | 0.79% of 370,000 active | Rev-erbα–FITC-DNA binding, fluorescence polarization, 90 min | AID 1259318 | activity, % at 10 µM;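 active = activity above about 14%, limit read from the data; passing the limit was not always enough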;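 note: 0% = DMSO wells with 35 nM protein and 100% = DMSO wells with 750 nM protein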
mABHD4 FP: inhibits mouse alpha/beta hydrolase domain 4. Q8VD66. purified mABHD4, FP-Rh probe fluorescence polarization. inhibition, % at 8.92 µM. 0.54% of 370,000 active. AID 720543;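 active = inhibition exceeding the mean over every tested compound plus 3 SD, cut at about 30% in these data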;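 note: 0% = plate median of compound wells and 100% = S159A mutant with DMSO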
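assay system = mABHD4 protein | compound dosing = single nominal dose of 8.92 µM, 0.89% DMSO final | read-out basis = percent inhibition of probe binding, normalized to plate controls | schedule = Enzyme–compound pre-incubation 45 min, then probe 60 min, both 25 °C | detection = fluorescence polarization, excitation 525 nm, emission 598 nm, BODIPY TMR filters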
LEDGF integ inh: blocks HIV-1 LEDGF/p75-dependent DNA integration; TR-FRET IN-LEDGF/p75 DNA integration, Eu/Cy5; 0.64% of 370,000 active; AID 743269; inhibition, % at 3.7 µM;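 active = inhibition above the screen-wide mean plus 3 SD, cut at about 13% in these data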;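 note: signal is the Cy5 over europium emission ratio at 671 and 618 nm; 0% = plate median of compound wells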
PRMT1 inh: PRMT1 (human) inhibition, primary screen; Q99873; recombinant PRMT1, activity-based probe fluorescence polarization; inhibition, % at 2.79 µM; 1.3% of 370,000 active; AID 652257;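 active = inhibition above about 21% made by adding two undisclosed values, limit read from the data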
Target sequence (Q99873 whole entry, looked up): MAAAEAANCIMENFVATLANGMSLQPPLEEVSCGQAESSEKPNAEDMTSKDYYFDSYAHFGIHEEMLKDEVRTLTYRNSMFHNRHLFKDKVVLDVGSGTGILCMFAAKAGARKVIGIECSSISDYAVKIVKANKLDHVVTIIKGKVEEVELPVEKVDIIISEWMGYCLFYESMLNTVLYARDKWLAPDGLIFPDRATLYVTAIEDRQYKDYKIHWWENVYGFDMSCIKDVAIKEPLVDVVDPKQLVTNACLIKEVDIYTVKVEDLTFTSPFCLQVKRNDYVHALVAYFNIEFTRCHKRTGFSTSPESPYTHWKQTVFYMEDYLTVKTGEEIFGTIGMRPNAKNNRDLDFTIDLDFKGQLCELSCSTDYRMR
rCAG binder: molecules binding r(CAG) RNA repeats; inhibition, % at 3 µM; 1.3% of 370,000 active; AID 651821; r(CAG) RNA repeat, TO-PRO-1 dye displacement fluorescence;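 active = inhibition above the plate cutoff, the mean of all test compounds on that plate plus 3 SD, cut at about 35% in these data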;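 note: 0% = DMSO alone and 100% = 100 µM mitoxantrone as full dye displacement; higher means more dye released from RNA so lower well fluorescence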
HTRA1 inh: inhibitors of human serine peptidase HTRA1 | Q92743 | recombinant HTRA1, FP-rhodamine activity-based probe, fluorescence polarization | inhibition, % at 5.96 µM | 0.5% of 340,000 active; in the data active = inhibition above about 36%;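 note: 0% = enzyme with DMSO and 100% = wells lacking enzyme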
Target sequence (Q92743 whole entry, looked up): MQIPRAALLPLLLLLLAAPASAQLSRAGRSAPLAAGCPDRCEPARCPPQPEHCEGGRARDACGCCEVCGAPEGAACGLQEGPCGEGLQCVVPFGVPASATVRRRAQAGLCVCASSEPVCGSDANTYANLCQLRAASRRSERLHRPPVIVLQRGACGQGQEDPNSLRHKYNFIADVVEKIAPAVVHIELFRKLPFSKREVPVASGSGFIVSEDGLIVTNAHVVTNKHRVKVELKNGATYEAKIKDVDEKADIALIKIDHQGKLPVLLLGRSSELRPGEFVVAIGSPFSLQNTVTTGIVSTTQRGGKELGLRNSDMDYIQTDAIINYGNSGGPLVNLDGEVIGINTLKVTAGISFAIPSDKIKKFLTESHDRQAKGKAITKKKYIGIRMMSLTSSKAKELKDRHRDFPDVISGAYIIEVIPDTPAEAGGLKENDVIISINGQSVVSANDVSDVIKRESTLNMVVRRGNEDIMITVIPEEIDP
PG9 Ab binder: binds the HIV-1 gp120 antibody PG9; TR-FRET gp120-PG9 antibody binding; inhibition, % at 6.7 µM; 0.43% of 360,000 active; in the data active = inhibition above about 8.5%
* marks the source's active call; other numbers are inactive results. This is a subset. The share of hits here may be higher or lower than overall.

Results for O=C1c2ccccc2C(=O)N1CCC(=O)N1CCc2ccccc21 ?
MBD2 DNA inh: 2; TCR-CD3 inh: 0; UHRF1 binding: -5; NR1D1 modulator: -1; mABHD4 FP: 9; LEDGF integ inh: -2; PRMT1 inh: -4; rCAG binder: -1; HTRA1 inh: -5; PG9 Ab binder: 1.9

How did CCOC(=O)Cc1c(C)nc2c(-c3ccccc3OC)c(C)nn2c1C do in these assays?
MBD2 DNA inh: -2; TCR-CD3 inh: 3; UHRF1 binding: -2; NR1D1 modulator: 2; mABHD4 FP: 9; LEDGF integ inh: -2; PRMT1 inh: -2; rCAG binder: -7; HTRA1 inh: 0; PG9 Ab binder: -0.1

What do the screens show for `c1ccc(-c2nnc(OCCN3CCOCC3)c3ccccc23)cc1`?
MBD2 DNA inh: 0; TCR-CD3 inh: -1; UHRF1 binding: -2; NR1D1 modulator: 3; mABHD4 FP: 6; LEDGF integ inh: -2; PRMT1 inh: -2; rCAG binder: -7; HTRA1 inh: 4; PG9 Ab binder: -1.5

How did O=C(COC(=O)c1cccc(NS(=O)(=O)c2ccc(F)c(F)c2)c1)NC(=O)NC1CCCCC1 do in these assays?
MBD2 DNA inh: 0; TCR-CD3 inh: -5; UHRF1 binding: 2; NR1D1 modulator: 4; mABHD4 FP: -60; LEDGF integ inh: 1; PRMT1 inh: -1; rCAG binder: 23; HTRA1 inh: 9; PG9 Ab binder: -0.3

Results for Cc1occc1C(=O)N1CCCC(CCC(=O)NCc2ccc(F)c(F)c2)C1 (configuration not stated) ?
MBD2 DNA inh: 0; TCR-CD3 inh: 3; UHRF1 binding: -1; NR1D1 modulator: -3; mABHD4 FP: 4; LEDGF integ inh: 1; PRMT1 inh: -7; rCAG binder: -4; HTRA1 inh: 0; PG9 Ab binder: -2.4

Results for S=C(NCc1ccco1)Nc1cccc(Cl)c1Cl ?
MBD2 DNA inh: -1; TCR-CD3 inh: 6; UHRF1 binding: 2; NR1D1 modulator: 10; mABHD4 FP: 2; LEDGF integ inh: 0; PRMT1 inh: 2; rCAG binder: 1; PG9 Ab binder: -1.8

Results for COc1ccc(C(=O)CC(=O)C(=O)Nc2cccc([N+](=O)[O-])c2C)cc1 ?
MBD2 DNA inh: -1; TCR-CD3 inh: 4; UHRF1 binding: 6; NR1D1 modulator: -1; mABHD4 FP: -3; LEDGF integ inh: -4; PRMT1 inh: 8; rCAG binder: 13; HTRA1 inh: 2; PG9 Ab binder: 0.7

Results for N#Cc1c(=O)c2nc(NCCCO)ncc2n2c(=O)c3ccccc3[nH]c12 ?
MBD2 DNA inh: -10; TCR-CD3 inh: 1; UHRF1 binding: -6; NR1D1 modulator: 1; mABHD4 FP: -2; LEDGF integ inh: -1; PRMT1 inh: -1; rCAG binder: 41*; HTRA1 inh: -3; PG9 Ab binder: -0.4

Results for O=C(Cn1cnc2c(oc3ccccc32)c1=O)NCC1CCCO1 (configuration not stated) ?
MBD2 DNA inh: 2; TCR-CD3 inh: -10; UHRF1 binding: -2; NR1D1 modulator: -4; mABHD4 FP: -1; LEDGF integ inh: -2; PRMT1 inh: 5; rCAG binder: 5; HTRA1 inh: 5; PG9 Ab binder: 1.1

Results for COc1ccc(NC(=O)C2C3C=CC(O3)C2C(=O)NCc2cccnc2)cc1 (configuration not stated) ?
MBD2 DNA inh: -3; TCR-CD3 inh: 3; UHRF1 binding: -2; NR1D1 modulator: 3; mABHD4 FP: 5; LEDGF integ inh: -1; PRMT1 inh: 5; rCAG binder: -2; HTRA1 inh: -2; PG9 Ab binder: -0.8

What do the screens show for `O=C(CN1C(=O)COc2ccccc21)Nc1ccccc1F`?
MBD2 DNA inh: 2; TCR-CD3 inh: -5; UHRF1 binding: 1; NR1D1 modulator: 3; mABHD4 FP: 5; LEDGF integ inh: 2; PRMT1 inh: 4; rCAG binder: -1; HTRA1 inh: -4; PG9 Ab binder: -1.8

How did COC(=O)[C@]1(C)N[C@H](c2ccc(-c3ccccc3)cc2)[C@@H]2C(=O)N(C)C(=O)[C@@H]21 do in these assays?
MBD2 DNA inh: 2; TCR-CD3 inh: -11; UHRF1 binding: 2; NR1D1 modulator: -3; mABHD4 FP: -1; LEDGF integ inh: 1; PRMT1 inh: 1; rCAG binder: -4; HTRA1 inh: 3; PG9 Ab binder: 0.1

Structures listed so far that contain sulfur, in the order listed:
How did O=C(COC(=O)c1cccc(NS(=O)(=O)c2ccc(F)c(F)c2)c1)NC(=O)NC1CCCCC1 do in these assays?
MBD2 DNA inh: 0; TCR-CD3 inh: -5; UHRF1 binding: 2; NR1D1 modulator: 4; mABHD4 FP: -60; LEDGF integ inh: 1; PRMT1 inh: -1; rCAG binder: 23; HTRA1 inh: 9; PG9 Ab binder: -0.3

Results for S=C(NCc1ccco1)Nc1cccc(Cl)c1Cl ?
MBD2 DNA inh: -1; TCR-CD3 inh: 6; UHRF1 binding: 2; NR1D1 modulator: 10; mABHD4 FP: 2; LEDGF integ inh: 0; PRMT1 inh: 2; rCAG binder: 1; PG9 Ab binder: -1.8

Next section.
What do the screens show for `Cn1ccnc1Sc1ccc(C=O)cc1[N+](=O)[O-]`?
MBD2 DNA inh: 4; TCR-CD3 inh: -5; UHRF1 binding: 11; NR1D1 modulator: -6; mABHD4 FP: 5; LEDGF integ inh: -4; PRMT1 inh: 0; rCAG binder: -1; HTRA1 inh: 2; PG9 Ab binder: -0.6

Results for COc1ccccc1NS(=O)(=O)c1ccc(C)c(C(=O)NCc2cccnc2)c1 ?
MBD2 DNA inh: -8; TCR-CD3 inh: -1; UHRF1 binding: -2; NR1D1 modulator: -4; mABHD4 FP: 9; LEDGF integ inh: 3; PRMT1 inh: -1; rCAG binder: 1; HTRA1 inh: 1; PG9 Ab binder: -1.7

What do the screens show for `O=C(NNc1cc(Cl)ccc1Cl)c1cccnc1Cl`?
MBD2 DNA inh: 1; TCR-CD3 inh: 4; UHRF1 binding: -1; NR1D1 modulator: -7; mABHD4 FP: -1; LEDGF integ inh: 1; PRMT1 inh: -2; rCAG binder: -2; HTRA1 inh: 7; PG9 Ab binder: -1.9

What do the screens show for `O=C(CSc1nnc(-c2ccc(F)cc2)o1)N1CCN(C(=O)c2ccco2)CC1`?
MBD2 DNA inh: -1; TCR-CD3 inh: -6; UHRF1 binding: 0; NR1D1 modulator: 2; mABHD4 FP: 5; LEDGF integ inh: -3; PRMT1 inh: 0; rCAG binder: -1; HTRA1 inh: 3; PG9 Ab binder: 0.0

What do the screens show for `O=C(Nc1ccc2c(c1)nc1n2CCOC1)C1CCCCC1`?
MBD2 DNA inh: -6; TCR-CD3 inh: -9; UHRF1 binding: 0; NR1D1 modulator: -3; mABHD4 FP: -1; LEDGF integ inh: 3; PRMT1 inh: -1; rCAG binder: -1; HTRA1 inh: 5; PG9 Ab binder: 3.0

What do the screens show for `Cc1ccc(NS(=O)(=O)c2ccc(C(=O)NCC3CCCO3)cc2)cc1` (configuration not stated)?
MBD2 DNA inh: -5; TCR-CD3 inh: 0; UHRF1 binding: 0; NR1D1 modulator: 2; mABHD4 FP: -11; LEDGF integ inh: 11; PRMT1 inh: -5; rCAG binder: 0; HTRA1 inh: -1; PG9 Ab binder: -3.0

What do the screens show for `O=C(CN1C(=O)CSc2ccc(S(=O)(=O)N3CCOCC3)cc21)NCCCN1CCOCC1`?
MBD2 DNA inh: 2; TCR-CD3 inh: 3; UHRF1 binding: 0; NR1D1 modulator: 1; mABHD4 FP: -2; LEDGF integ inh: -1; PRMT1 inh: 6; rCAG binder: -1; HTRA1 inh: -2; PG9 Ab binder: 0.4

How did CCCCN(C)CCNC(=O)CN1C(=O)CSc2ccc(S(=O)(=O)N3CCCCC3)cc21 do in these assays?
MBD2 DNA inh: -2; TCR-CD3 inh: -3; UHRF1 binding: 1; NR1D1 modulator: -6; mABHD4 FP: -2; LEDGF integ inh: 0; PRMT1 inh: -1; rCAG binder: -3; HTRA1 inh: 6; PG9 Ab binder: -2.1

What do the screens show for `CCOc1ccc(Oc2ccc(S(=O)(=O)N3CCOCC3)cc2NC(=O)CCNC(C)=O)cc1`?
MBD2 DNA inh: -7; TCR-CD3 inh: -2; UHRF1 binding: 0; NR1D1 modulator: -6; mABHD4 FP: 14; LEDGF integ inh: 0; PRMT1 inh: 2; rCAG binder: 1; HTRA1 inh: 2; PG9 Ab binder: 2.0

Results for CN[C@H]1C[C@H]2c3[nH]c4c(-c5cccc(C)c5)cccc4c3CCN2C[C@H]1[C@H](C)O ?
MBD2 DNA inh: -3; UHRF1 binding: -2; NR1D1 modulator: 10; mABHD4 FP: 13; LEDGF integ inh: 6; PRMT1 inh: -2; rCAG binder: 13

Results for COC(=O)C1SCC2C(=O)N(Cc3ccc(F)cc3)CC(=O)N21 (configuration not stated) ?
MBD2 DNA inh: 4; TCR-CD3 inh: 0; UHRF1 binding: 21*; NR1D1 modulator: -4; mABHD4 FP: 6; LEDGF integ inh: -2; PRMT1 inh: 1; rCAG binder: -5; HTRA1 inh: 7; PG9 Ab binder: -1.6

What do the screens show for `CCOc1ccc(CNC(=S)N/N=C/c2ccncc2)cc1`?
MBD2 DNA inh: -2; TCR-CD3 inh: 13; UHRF1 binding: -3; NR1D1 modulator: -4; mABHD4 FP: -11; LEDGF integ inh: 0; PRMT1 inh: -2; rCAG binder: -1; HTRA1 inh: -9; PG9 Ab binder: -1.7

How did Cc1ccccc1C1CCCN(Cc2nc(C3CC3)no2)C1 (configuration not stated) do in these assays?
MBD2 DNA inh: 0; TCR-CD3 inh: 8; UHRF1 binding: 1; NR1D1 modulator: 2; mABHD4 FP: 8; LEDGF integ inh: -2; PRMT1 inh: -2; rCAG binder: -5; HTRA1 inh: -2; PG9 Ab binder: -2.8

How did COc1ccc(C)cc1N1CC(C(=O)Nc2ccccc2C(=O)NC2CC2)CC1=O (configuration not stated) do in these assays?
MBD2 DNA inh: -1; TCR-CD3 inh: 4; UHRF1 binding: -2; NR1D1 modulator: -5; mABHD4 FP: 1; LEDGF integ inh: 0; PRMT1 inh: -1; rCAG binder: 2; HTRA1 inh: 14; PG9 Ab binder: -1.6

What do the screens show for `CCSCc1nc2ccccn2c1Br`?
MBD2 DNA inh: -2; TCR-CD3 inh: 10; UHRF1 binding: 1; NR1D1 modulator: -3; mABHD4 FP: 4; LEDGF integ inh: 2; PRMT1 inh: -3; rCAG binder: -1; HTRA1 inh: 1; PG9 Ab binder: 0.5

Results for O=C(NC1=NCCS1)c1cc2ccccc2o1 ?
MBD2 DNA inh: 1; TCR-CD3 inh: 4; UHRF1 binding: -2; NR1D1 modulator: 5; mABHD4 FP: -3; LEDGF integ inh: 2; PRMT1 inh: 1; rCAG binder: 1; HTRA1 inh: 6; PG9 Ab binder: -1.9

How did O=S(=O)(c1ccc(NC(=S)Nc2ccc(OC(F)F)cc2)cc1)N1CCOCC1 do in these assays?
MBD2 DNA inh: 6; TCR-CD3 inh: -5; UHRF1 binding: 3; NR1D1 modulator: 0; mABHD4 FP: 7; LEDGF integ inh: -3; PRMT1 inh: 2; rCAG binder: -2; HTRA1 inh: 3; PG9 Ab binder: 0.0

How did COC(=O)c1sc(-c2ccc(Cl)cc2)cc1NC(=O)CSCC(=O)O do in these assays?
MBD2 DNA inh: -2; TCR-CD3 inh: 1; UHRF1 binding: -4; NR1D1 modulator: -5; mABHD4 FP: -6; LEDGF integ inh: 6; PRMT1 inh: -7; rCAG binder: 27; HTRA1 inh: -17; PG9 Ab binder: 1.6
